Source: PubChem BioAssay
TLR9-MyD88 inh = TLR9-MyD88 interaction inhibition; CHO BLA complementation TLR9-MyD88, CCF4 FRET ratio; inhibition, % at 4.98 µM; 340,000 tested, 0.21% active; AID 504734;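 active means inhibition above the mean over all tested compounds plus 3 SD, cut at about 21% in these data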;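 further: 0% = DMSO only wells and 100% = clavulanate BLA inhibitor control wells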
EBV LMP1 NFkB = inhibitors of Epstein-Barr LMP1-induced NF-kappaB reporter; inhibition, % at 12.5 µM; AID 504558; LMP1-induced NF-kappaB luciferase reporter cells, luminescence; 350,000 tested, 0.69% active; in the data active means inhibition above about 41%;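 further: 0% = neutral control wells and 100% = reference inhibitor control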
COUP-TFII inh = inhibitors of human COUP-TFII (NR2F2); inhibition, % at 8.6 µM; HEK293T NGFI-A luciferase reporter, luminescence; 370,000 tested, 0.7% active; AID 686940; P24468;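 active means inhibition above a per-plate cutoff, mean inhibition of test wells between control levels plus 3 SD, cut at about 38% in these data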;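 further: cells cotransfected with COUP-TFII expression vector driving the NGFI-A reporter; 0% = median of COUP-TF2 test wells and 100% = reporter-only cells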
NCOA3 inh = human NCOA3 inhibition; Q9Y6Q9; HEK293 GAL4-SRC3 luciferase reporter, luminescence; inhibition, % at 3.6 µM; 360,000 tested, 0.17% active; AID 588352;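 active means inhibition above a per-campaign cutoff, the mean of all compounds plus 3 SD, cut at about 60% in these data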;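 further: 0% = DMSO-treated cells and 100% = gossypol-treated cells at 36 µM; higher means less SRC3-driven luciferase light from the GAL4 reporter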
TWEAK Fn14 block = inhibitors of TWEAK-Fn14 interaction signaling | TWEAK-stimulated Fn14 reporter cells, luciferase luminescence, 8 h | inhibition, % at 10 µM | 360,000 tested, 2% active | AID 1159606; in the data active means inhibition above about 50%
NR5A2 inv ag = inverse agonists of human LRH-1 (NR5A2). inhibition, % at 3.6 µM. O00482. HEK293T StAR-luciferase reporter, LRH-1 transfected, 24 h. 360,000 tested, 0.13% active;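 active means inhibition above the mean inhibition of all tested compounds plus 3 SD, cut at about 73% in these data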;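 further: 0% = DMSO wells and 100% = reporter-only cells lacking LRH-1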
Target sequence (O00482 whole entry, looked up): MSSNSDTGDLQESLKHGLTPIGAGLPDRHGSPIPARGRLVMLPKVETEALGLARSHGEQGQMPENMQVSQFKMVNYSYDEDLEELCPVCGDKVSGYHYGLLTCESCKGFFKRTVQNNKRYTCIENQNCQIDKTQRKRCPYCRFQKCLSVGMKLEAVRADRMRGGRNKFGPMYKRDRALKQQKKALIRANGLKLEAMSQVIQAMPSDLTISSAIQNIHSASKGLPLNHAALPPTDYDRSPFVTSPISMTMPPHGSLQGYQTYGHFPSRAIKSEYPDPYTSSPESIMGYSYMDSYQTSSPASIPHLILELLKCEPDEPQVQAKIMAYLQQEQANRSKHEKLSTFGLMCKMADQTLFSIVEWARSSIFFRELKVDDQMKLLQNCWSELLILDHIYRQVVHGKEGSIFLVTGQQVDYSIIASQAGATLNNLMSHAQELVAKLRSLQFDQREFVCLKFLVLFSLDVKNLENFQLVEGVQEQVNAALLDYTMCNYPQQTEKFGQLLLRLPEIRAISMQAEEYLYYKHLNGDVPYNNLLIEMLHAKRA
NCOA1 inh = inhibits human SRC1 coactivator; inhibition, % at 3.6 µM; HEK293 GAL4-SRC1 luciferase reporter, luminescence; AID 588354; 360,000 tested, 0.12% active; Q15788;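 active means inhibition above the campaign mean plus 3 SD, with each screening campaign given its own cutoff, cut at about 60% in these data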;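 further: 0% = DMSO treated cells and 100% = gossypol at 36 µM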
C8 TRAIL sens = sensitizes caspase-8 expressing cells to TRAIL; inhibition (viability loss, TRAIL sensitization), % at 10 µM; NB7+C8 cells + TRAIL, ATPlite viability luminescence; 360,000 tested, 1% active; AID 624354;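 active means compounds causing at least 50% loss of cell viability in the single-dose screen, relative to plate controls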
TROY signal inh = TROY signaling inhibition; AID 1347056; inhibition, % at 10 µM; 360,000 tested, 0.98% active; Q293 LMP1-TROYcd NF-kB luciferase reporter, 4 h;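 active means compounds whose plate-normalised and pattern-corrected inhibition of the luciferase reporter signal at the single screening dose is 50% or more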
SRC2 inh = human SRC2 (NCOA2) inhibition. Q15596. HEK293 GAL4-SRC2 luciferase reporter, luminescence. inhibition, % at 9 µM. 370,000 tested, 0.17% active. AID 651957;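 active means inhibition above the mean inhibition of all tested compounds plus 3 SD, set per campaign, cut at about 52% in these data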;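 further: 0% = DMSO treated cells and 100% = cells given Gossypol at 36 µM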
NOD2 RIPK2 PPI = blocks binding of human NOD2 to RIPK2. CHO BLA complementation NOD2-RIPK2, CCF4 ratio. 360,000 tested, 0.38% active. inhibition, % at 4.98 µM; in the data active means inhibition above about 21%;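 further: 0% = vehicle only and 100% = reference blocker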
Target sequence (O43353 whole entry, looked up): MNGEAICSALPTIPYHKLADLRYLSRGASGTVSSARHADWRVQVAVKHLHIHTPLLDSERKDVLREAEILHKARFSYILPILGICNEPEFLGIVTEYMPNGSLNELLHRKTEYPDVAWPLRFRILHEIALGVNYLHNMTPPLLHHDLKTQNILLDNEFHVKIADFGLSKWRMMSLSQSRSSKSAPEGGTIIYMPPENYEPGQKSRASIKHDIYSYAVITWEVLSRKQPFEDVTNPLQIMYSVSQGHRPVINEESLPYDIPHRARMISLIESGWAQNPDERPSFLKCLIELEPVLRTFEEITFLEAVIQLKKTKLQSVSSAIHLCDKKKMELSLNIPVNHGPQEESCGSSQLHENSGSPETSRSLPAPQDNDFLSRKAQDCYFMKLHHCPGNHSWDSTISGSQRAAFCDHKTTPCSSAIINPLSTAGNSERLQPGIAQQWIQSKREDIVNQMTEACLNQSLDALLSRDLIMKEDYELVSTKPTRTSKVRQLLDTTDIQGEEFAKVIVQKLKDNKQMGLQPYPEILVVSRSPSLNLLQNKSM
* = called active by the depositor; · = not tested or not shown. The list is partial. The share of hits here may be higher or lower than overall.

SMILES	TLR9-MyD88 inh	EBV LMP1 NFkB	COUP-TFII inh	NCOA3 inh	TWEAK Fn14 block	NR5A2 inv ag	NCOA1 inh	C8 TRAIL sens	TROY signal inh	SRC2 inh	NOD2 RIPK2 PPI
CC(NC(=O)/C=C/c1ccc(Br)cc1)c1ccc(Cl)cc1 (stereo not drawn)	-1	1	-3	4	-5	-14	8	11	-2	-28	-2
Cc1cc(OCC(=O)Nc2ccncc2)ccc1[N+](=O)[O-]	-2	2	2	-5	1	11	9	2	8	11	5
CCN(CC)CCn1c(/N=C/c2ccc(OC)c(OC)c2)nc2ccccc21	·	·	10	6	-18	4	12	-15	-16	-17	16
CCC1COC(c2cccn2Cc2ccc(Cl)cc2)=N1 (stereo not drawn)	6	-10	-4	17	4	-5	5	2	2	4	12
CCOC(=O)c1cccc(NC(=O)C(C)N2C(=O)c3ccccc3C2=O)c1 (stereo not drawn)	6	-11	-7	-18	3	1	8	-18	2	-10	-4
Clc1ccccc1Nc1nc(NCC2CC2)nc2ccsc12	·	·	21	6	38	17	-17	14	25	4	7
O=C(COC(=O)/C=C/c1ccccc1)Nc1ccc(Cl)cn1	-7	1	7	8	-6	-2	8	-22	2	16	6
CCN(CC(=O)Nc1cc(S(=O)(=O)N2CCCCC2)ccc1Cl)Cc1ccccc1	-1	9	-1	18	27	16	-16	31	15	30	-1
O=S(=O)(c1ccccc1)N1CCN=C1SCc1ccc(Cl)cc1	-3	-3	18	3	-12	-10	8	-1	8	-4	-2
C/C(=C\c1ccc(C)o1)C(=O)c1c(C)cc(C)[nH]c1=O	9	-5	-8	12	-5	14	-9	-5	0	1	1
COCCN(C(=O)COC(=O)Cc1cccc(OC)c1)c1c(N)n(CC(C)C)c(=O)[nH]c1=O	7	4	-16	13	-2	11	6	-15	-6	13	2
O=C(O)CCCCCN1C(=O)C2CCCCC2C1=O (stereo not drawn)	-12	2	4	-2	10	0	0	-12	22	0	3
CCN(C[C@H]1N[C@@](CC)(C(=O)OC)[C@H]2C(=O)N(C)C(=O)[C@@H]12)S(=O)(=O)c1ccc(C(F)(F)F)cc1	-4	-3	-10	3	4	14	4	-8	10	3	-3
O=C(CSc1nnc(CNC(=O)c2cccs2)o1)Nc1ccccc1	4	-15	-1	8	9	10	-11	-4	-2	-29	0
COc1cc(OC)c(C(=O)Nc2cccc3ccccc23)cc1OC	12	27	6	-12	-37	-10	-14	-10	-26	-10	-11
CCc1nc2c(OCCn3cccc3)cccn2c1N(C=O)Cc1ccc(OC)cc1	·	·	0	-8	4	8	16	-2	6	9	0
Cn1cc([N+](=O)[O-])c(C(=O)Nc2ccn(Cc3c(F)c(F)cc(F)c3F)n2)n1	-1	-4	-1	7	-4	10	3	2	-12	11	1
O=C(Nc1ccc([N+](=O)[O-])cc1)N1CCCCC1	6	-5	-14	-3	-22	2	10	-2	-20	-20	-4
Cc1cc(Oc2ccccc2)nc(OCC#N)n1	-16	2	-11	-11	14	15	-27	1	-4	-6	-11
C=CCN(C(=O)Nc1ccc(F)cc1)C1CC(=O)N(c2ccc(OC)cc2)C1=O (stereo not drawn)	-11	6	8	0	19	-3	7	-7	5	28	1
Cc1cc(=O)[nH]c(N/N=C/c2ccc(OC(=O)c3cccnc3)cc2)n1	-9	4	-14	-16	-4	-3	11	-18	2	0	-5
Cc1ccc(S(=O)(=O)CCC(=O)N(CCCN2CCOCC2)c2nc3ccccc3s2)cc1	-6	-18	-16	-46	13	-45	-70	28	6	-23	-13
O=C(N/C(=C\c1ccc(Br)cc1)C(=O)N1CCOCC1)c1ccccc1Cl	5	-4	6	3	-4	13	-11	-14	2	-19	-4
COc1ccc(-c2cc3cc(OC)c(OC)cc3c(C)n2)cc1C	-4	15	-9	-5	-32	1	-19	12	-34	-37	-6
CCOC(=O)C1CCCN(C(=O)c2cn(CC)c3ccc(S(=O)(=O)N4CCCC4)cc3c2=O)C1 (stereo not drawn)	1	0	8	1	-16	-4	15	-13	-16	3	2
CC1(C)Cc2c(sc(N)c2C#N)C(C)(C)N1	-7	10	11	12	21	-6	2	-3	1	-24	-3
CCOC(=O)C1=C(O)C(=O)N(c2ccc(S(N)(=O)=O)cc2)C1c1cccc([N+](=O)[O-])c1 (stereo not drawn)	-5	-7	-11	5	7	5	-8	-20	14	-20	-20
O=C(CNc1cccc(S(=O)(=O)N2CCCC2)c1)Nc1cccc(Br)c1	-4	8	21	19	29	29	-8	3	16	0	-11
C/C(=N\NC(=S)Nc1cccc(C)c1)c1ccco1	1	-14	-32	-37	-25	-33	-40	1	1	-108	7
O=C(COC(=O)c1sc2ccccc2c1Cl)NCC1CCCCC1	-1	-9	5	-14	12	12	-14	3	-18	-37	-17
CCc1nc2c(OCC(=O)C(C)(C)C)cccn2c1N(C)C(=O)c1ccco1	·	·	10	-11	-25	-15	-1	2	-3	-11	-6
CCCN(CCC)CCNC(=O)C(NS(=O)(=O)c1ccc2c(c1)CCC(=O)N2)c1ccccc1 (stereo not drawn)	-4	1	·	14	12	10	-5	-2	5	·	5
Cc1c(C(=O)N2CCNCC2)oc2ccccc12	-1	-6	12	5	-3	-10	-16	11	12	-19	-3
O=[N+]([O-])c1ccc2c(c1)C(N1CCN(CCO)CC1)Cc1ccc(F)cc1S2 (stereo not drawn)	·	·	-1	24	1	-27	5	5	-4	1	-5
CCc1nc2c(OCCOc3ccccc3)cccn2c1N(C=O)Cc1ccc(OC)cc1	·	·	6	9	4	-10	-5	2	0	23	-12
Cc1ccc2c(c1)C1CN(C)CCC1N2CC(=O)N(C)c1ccccc1 (stereo not drawn)	-5	-4	10	23	3	0	-1	16	-1	5	0
CC1(C(=O)N2CC3(CC(c4cccc(NC(=O)CC(c5ccccc5)c5ccccc5)c4)=NO3)C[C@@H]2C(N)=O)CC1 (stereo partly drawn)	-4	1	-8	-13	-2	-9	-2	-3	-7	12	-9
O=C(c1ccccc1)c1c[nH]c(C(=O)NCCCN2CCOCC2)c1	8	0	9	26	-11	0	11	3	-15	21	-6
CSc1ccc(/C=N/NC(=O)c2cccs2)cc1	·	-20	-41	-82	-8	-63	-87	30	-56	-20	-3
Cc1cccc2c(N=O)c(O)n(CCc3ccccc3)c12	16	-1	2	11	-6	6	2	-1	0	26	26*
CN(C)S(=O)(=O)N(CC(=O)Nc1cccc(F)c1)c1ccccc1	8	2	16	11	-13	-15	-5	4	-13	-6	-1
Cc1cc(Cl)c(C)c(S(=O)(=O)N2CCN(CC(=O)N3CCOCC3)CC2)c1Cl	6	-27	-10	11	2	-27	-1	9	1	-30	-11
Cc1cccc(C(=O)NCCNc2nc3cc(C)c(C)cc3cc2C)c1	5	4	15	3	-28	-3	0	9	5	31	-2
COc1cccc(C(=O)NCCCc2ccccc2)c1OC	1	-8	-1	-20	-13	0	-6	-3	-25	-44	-15
CCCCn1c(-c2ccc(Br)cc2F)nc2c1c(=O)[nH]c(=O)n2CC(C)C	13	-4	-5	-63	-2	1	8	6	-1	11	-12
Cc1ccc(NC(=O)CCn2c(=S)oc3ccccc32)cc1F	-3	10	21	-17	-8	-8	12	4	12	-18	-2
CC(=O)C1CCN(Cc2ccccc2)CC1	-1	-4	-13	0	5	-1	6	-3	-4	14	-9
CSCC[C@H](NC(=O)N1CCn2c1nc1ccccc12)C(=O)N[C@H](Cc1ccccc1)C(=O)O	-17	8	-2	18	10	-4	-6	1	2	12	-1
CSCCC(NC(=O)COc1ccccc1)C(=O)OCc1ccc([N+](=O)[O-])cc1 (stereo not drawn)	2	10	14	-15	-32	2	-21	-3	-3	-2	-12
COC(=O)COn1c(SCC(=O)OC)nc2ccccc2c1=O	0	-2	11	12	12	8	-4	12	-2	-27	-2

The list goes on (six carried over from the part before).
SMILES	TLR9-MyD88 inh	EBV LMP1 NFkB	COUP-TFII inh	NCOA3 inh	TWEAK Fn14 block	NR5A2 inv ag	NCOA1 inh	C8 TRAIL sens	TROY signal inh	SRC2 inh	NOD2 RIPK2 PPI
CCCCn1c(-c2ccc(Br)cc2F)nc2c1c(=O)[nH]c(=O)n2CC(C)C	13	-4	-5	-63	-2	1	8	6	-1	11	-12
Cc1ccc(NC(=O)CCn2c(=S)oc3ccccc32)cc1F	-3	10	21	-17	-8	-8	12	4	12	-18	-2
CC(=O)C1CCN(Cc2ccccc2)CC1	-1	-4	-13	0	5	-1	6	-3	-4	14	-9
CSCC[C@H](NC(=O)N1CCn2c1nc1ccccc12)C(=O)N[C@H](Cc1ccccc1)C(=O)O	-17	8	-2	18	10	-4	-6	1	2	12	-1
CSCCC(NC(=O)COc1ccccc1)C(=O)OCc1ccc([N+](=O)[O-])cc1 (stereo not drawn)	2	10	14	-15	-32	2	-21	-3	-3	-2	-12
COC(=O)COn1c(SCC(=O)OC)nc2ccccc2c1=O	0	-2	11	12	12	8	-4	12	-2	-27	-2
COC(=O)c1ccc(S(=O)(=O)N2Cc3ccccc3C2)cc1	1	-10	0	16	-23	9	-6	7	-15	9	-2
COc1cc(C(=O)COC(=O)c2c(C)noc2C)cc(OC)c1OC	-2	0	-11	-8	-20	2	-23	10	-6	-10	-5
CCCCCNC(=O)c1ccc2c(=O)n(CCCOCC)c(=S)[nH]c2c1	-5	3	-13	12	-7	-15	-6	-3	5	-4	2
COc1ccc(-c2nnnn2C(C)C)cc1	-1	2	-6	23	1	33	14	-17	-7	16	-14
CCOCCCNC(=O)CN1C(=O)COc2ccc(S(=O)(=O)N3CC(C)CC(C)C3)cc21 (stereo not drawn)	-2	2	-2	9	10	-8	6	0	-12	7	-15
Cc1nc2ccccc2c2oc(C(=O)NCc3ccc4c(c3)OCO4)cc12	1	17	29	6	38	18	-1	-6	29	19	2
O=C(Cn1cc(-c2nnnn2-c2ccc(Cl)cc2)c(=O)c2ccccc21)c1ccccc1	2	-6	6	-9	11	13	3	4	0	-8	0
CCC(Oc1ccccc1)C(=O)Nc1ccc(S(=O)(=O)NCC2CCCO2)cc1 (stereo not drawn)	-7	11	11	15	-9	18	-4	1	10	12	-14
O=C(NCCN1CCOCC1)C12CC3CC(C1)CC(c1ccccc1)(C3)C2	-1	0	-8	2	8	0	-25	-4	-6	1	-7
CC(=O)Nc1ccc(NC(=O)c2ccc(COc3ccccc3Br)o2)cc1	6	1	-3	11	31	-12	11	-10	0	-4	6
Cc1ccc(C(=O)Oc2coc(CSc3nnc(NC(=O)c4cccs4)s3)cc2=O)cc1	-5	-3	14	-8	47	-8	-1	2	-6	8	1
Nc1c(N2CCCC2)c2ccccc2oc1=O	·	-9	8	2	-33	7	-4	-6	-21	13	-10
CCCCN1CCC(COC(=O)c2cc(Cl)c(N)c3c2OCCO3)CC1	9	-32	-10	-4	-8	-61	-16	-8	-9	-12	-12
CCOc1ccc(C(=O)Nc2ccc(NC(=O)c3cccs3)cc2)cc1[N+](=O)[O-]	-1	-40	0	3	-18	-2	6	-1	7	-10	-4
CN(C)S(=O)(=O)c1cc(NC(=O)Cn2ccsc2=N)ccc1Cl	4	9	-21	-2	0	8	-1	-3	5	12	2
